High-throughput results from PubChem.
PLAP activator: activators of human placental alkaline phosphatase. AID 696. purified PLAP enzyme, luminescent substrate read-out; stronger effect = higher value. P05187. 96,000 tested, 1.2% active. activation fold at 20 µM; in the data active means activation fold above about 2
E coli WT exp: blocks growth of wild type E. coli BW25113 | 98,000 tested, 0.15% active | growth inhibition, % at 100 µM | OD600 absorbance | AID 710;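 active means growth inhibition above about 50% at one test dose, limit read from the data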;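 further: growth measured after 20 h incubation at 37 °C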
CD11b adhes inh: inhibitors of human CD11b/CD18 binding to fibrinogen | 93,000 tested, 0.54% active | AID 1497 | inhibition, % at 10 µM | K562 CD11b/CD18 adhesion to fibrinogen, ATPlite luminescence; Mn2+ added to activate the integrin | P05107+P11215;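 active means primary inhibition of 50% or more at 10 µM, then 40% or more on retest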; further: some results filed as inactive read as strong as hits
PostGolgi yeast: growth inhibition of a yeast mutant, post-Golgi transport screen | post-Golgi transport phenotypic cell assay | inhibition, % at 10 µM | 98,000 tested, 0.9% active | AID 739;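 further: yeast cells grown in 1536-well plates; yeast grown about 18 h at 30C before absorbance read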
S1P2 antag: blocks the human S1P2 receptor; O95136; cell-based S1P2 antagonist assay, inhibition at 5 uM; inhibition, % at 5 µM; 97,000 tested, 0.21% active; AID 736; in the data active means inhibition above about 45%;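 further: CRE beta-lactamase reporter cells expressing human S1P2 stimulated with S1P; 0% = agonist at EC80 alone and 100% = agonist plus reference antagonist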
Target sequence (O95136 whole entry, looked up): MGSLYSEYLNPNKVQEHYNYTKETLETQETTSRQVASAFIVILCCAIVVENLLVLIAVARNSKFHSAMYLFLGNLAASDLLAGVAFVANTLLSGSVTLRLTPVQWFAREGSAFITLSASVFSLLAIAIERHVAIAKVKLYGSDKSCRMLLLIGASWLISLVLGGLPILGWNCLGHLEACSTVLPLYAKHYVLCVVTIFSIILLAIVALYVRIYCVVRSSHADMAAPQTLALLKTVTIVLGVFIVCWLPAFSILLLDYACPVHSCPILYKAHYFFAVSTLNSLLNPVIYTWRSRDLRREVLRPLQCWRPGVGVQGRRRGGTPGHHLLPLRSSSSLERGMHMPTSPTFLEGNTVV
sEH act: soluble epoxide hydrolase (human) activation; 91,000 tested, 0.04% active; activation, % at 2 µM; purified human sEH enzymatic activity, activator screen; AID 717; P34913; in the data active means activation above about 37%; further: values of inactives mirror those of a sister screen read the other way
Target sequence (P34913 whole entry, looked up): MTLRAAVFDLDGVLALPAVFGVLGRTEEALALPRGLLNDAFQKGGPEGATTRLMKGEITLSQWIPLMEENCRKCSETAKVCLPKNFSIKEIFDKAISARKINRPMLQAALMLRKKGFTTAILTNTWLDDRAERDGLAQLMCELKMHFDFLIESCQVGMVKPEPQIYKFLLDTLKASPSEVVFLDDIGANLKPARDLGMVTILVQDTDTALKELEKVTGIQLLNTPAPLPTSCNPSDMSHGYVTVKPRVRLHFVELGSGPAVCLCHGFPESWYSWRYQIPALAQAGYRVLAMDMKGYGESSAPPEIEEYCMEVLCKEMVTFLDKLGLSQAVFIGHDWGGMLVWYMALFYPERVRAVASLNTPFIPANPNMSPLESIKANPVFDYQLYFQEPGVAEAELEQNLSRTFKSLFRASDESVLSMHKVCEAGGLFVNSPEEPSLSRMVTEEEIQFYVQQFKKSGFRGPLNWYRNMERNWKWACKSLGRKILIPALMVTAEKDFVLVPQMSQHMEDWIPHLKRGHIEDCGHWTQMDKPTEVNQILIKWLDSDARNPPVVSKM
sEH inhibitor: blocks human soluble epoxide hydrolase activity; P34913; recombinant human sEH enzymatic activity assay; inhibition, % at 2 µM; 91,000 tested, 0.34% active; in the data active means inhibition above about 80%; further: values of inactives mirror those of a sister screen read the other way; many of its hits are not listed in these tables
S1P2 ag: activates the human S1P2 receptor | O95136 | S1P2-expressing cell line, agonist reporter read-out | activation, % at 4.5 µM | 97,000 tested, 0.46% active | AID 729; in the data active means activation above about 16%;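 further: 0% = vehicle low control and 100% = maximal reference agonist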
PostGolgi ctrl: growth of the yeast control strain, post-Golgi counter-screen | efflux-deficient yeast background strain, growth absorbance A615, 16 h | inhibition, % at 10 µM | 98,000 tested, 5% active
An asterisk follows results filed as active; / = not tested or not shown. Unless noted, no stated cut-off is given here; in the data, active means inhibition above about 30%; inactive means the rest.

molecule	PLAP activator	E coli WT exp	CD11b adhes inh	PostGolgi yeast	S1P2 antag	sEH act	sEH inhibitor	S1P2 ag	PostGolgi ctrl
O=C(Nc1nc2ccc(S(=O)(=O)N3CCCC3)cc2s1)c1cccs1	1.2	-8	0	1	-26	19	-18	-6	22
O=C1CC(c2ccco2)=Nc2ccccc2N1	/	/	/	/	-2	10	-8	-5	/
COc1ccc(-n2c(N)c(-c3nc4ccccc4n3C)sc2=S)cc1	1.2	-9	-11	-4	8	8	-12	-2	5
c1ccc2c(N3CCOCC3)nc(N3CCOCC3)nc2c1	/	/	/	/	-43	14	-11	1	/
COc1ccccc1N1CCN(C(=O)c2oc3cc(C)cc(C)c3c2C)CC1	/	/	/	/	-11	-9	12	-5	/
CCOCCCNC(=O)CCS(=O)(=O)Cc1ccc(C)cc1	1.2	-1	/	6	13	1	-1	-5	13
CCc1nnc(NC(=O)C2CCCN2C(=O)Nc2ccccc2OC)s1 (stereo not drawn)	1.1	-1	0	8	-20	-5	4	-4	12
COc1cc(/C=C2/C(=N)N3C=CSC3=NC2=O)ccc1OCCCOc1c(C)cccc1C	1.3	-22	7	-8	12	7	-7	-6	1
O=C(NCCN1CCNCC1)c1ccccn1	1.1	7	16	-12	19	4	-4	-3	22
CN(C)c1c([N+](=O)[O-])ncn1C	0.8	1	-16	6	0	6	-12	-4	9
Cc1n[nH]c(C)c1S(=O)(=O)N1CCN(c2ccccn2)CC1	1	1	6	-4	-9	-10	8	1	1
NC(=O)NC(=O)COC(=O)CCCc1c[nH]c2ccccc12	1.1	-2	/	9	7	-10	10	-6	7
COc1cc2[nH]c3c(N4CCC(C(N)=O)CC4)ncnc3c2cc1OC	0.9	-2	-1	-9	2	10	-11	-3	-3
CCOC(=O)c1nnn(-c2nn3nnnc3c3ccccc23)c1C	1.1	1	2	5	7	3	-3	-6	-3
C=CCNc1nc(NCc2ccccc2)c(C#N)c2c1CN(C)CC2	1.5	14	11	1	-9	14	-14	-4	9
Cc1cc(Br)ccc1SCC(=O)OCC(=O)N1CCN(C(=O)c2ccco2)CC1	1.7	-4	5	-3	15	-3	1	-4	3
Clc1ccc(-c2nc(N3CCCCC3)nc3ccccc23)cc1	/	/	/	/	9	-5	7	11	/
CCn1c(O)c(C2=NCCCC2)c2ccccc21	1.7	4	3	-3	-19	-4	4	-5	11
COC(=O)c1cccc(NC(=O)CSc2nnnn2C)c1	0.9	-8	-2	-5	8	-9	8	-4	9
CCOC(=O)N1CCN(C(=O)c2ccc(C)c(S(=O)(=O)Nc3ccccc3)c2)CC1	1.5	7	10	1	-12	11	-11	-3	0
ONC(=Nc1ccccc1)C(=Nc1ccccc1)NO	1	-2	1	-8	11	/	/	-7	3
O=C(Nc1cccc(C(F)(F)F)c1)c1cc2ncc(Br)cn2n1	1.3	-6	6	2	10	-4	3	-2	3
Cc1cc([N+](=O)[O-])ccc1NC(=S)NC(=O)C(c1ccccc1)c1ccccc1	1.1	-16	18	7	-27	0	1	0	46*
Cc1ccc(S(=O)(=O)N(C)c2ccc(C(=O)N3CCCCC3)cc2)cc1	2.1*	0	-20	10	6	-12	12	-3	5
CC(=O)c1cc(C)ccc1OC(=O)CCN1C(=O)C2C3c4ccccc4C(c4ccccc43)C2C1=O (stereo not drawn)	0.9	-1	/	-5	17	17	-16	-3	-6
CC(C)CNC(=S)NC(=O)c1ccc([N+](=O)[O-])cc1	0.9	14	-9	-1	9	-3	5	-5	32*
COc1cccc(C2NC(C)(C(=O)O)C3C(=O)N(C(C)C)C(=O)C23)c1O (stereo not drawn)	1	-3	-17	5	8	-10	12	-3	-2
C=CCn1c2ccccc2n2nc(C)c(=O)nc12	/	/	/	/	-42	10	-4	8	/
COCCCN1C(=O)c2ccc(C(=O)NCc3ccco3)cc2C1=O	0.9	4	-6	6	-5	-4	3	-2	-7
CCN1CCN(c2cc(C)c3cc(NC(=O)c4ccc5c(c4)OCO5)ccc3n2)CC1	1.4	-4	-3	3	-1	0	0	-3	22
COc1ccc(-c2nnc(SC(C)C(=O)Nc3c(C)n(C)n(-c4ccccc4)c3=O)o2)cc1 (stereo not drawn)	1.1	3	-2	-5	-13	-4	5	-11	-1
N#Cc1nc(-c2ccccc2F)oc1NCCc1ccccn1	0.8	0	9	4	/	/	/	/	8
CCOC(=O)c1ccc(CC(=O)c2oc3cc(O)ccc3c2C)o1	1.2	8	11	-1	20	-8	6	-8	-4
CCN(CC)S(=O)(=O)c1ccc(C(=O)Oc2ccc3c(c2)OCO3)cc1	0.9	-5	-34	11	20	18	-19	-5	10
CCN(CC)c1ccc(N2C(=O)c3ccccc3C2=O)cc1	0.9	-15	-5	-2	/	/	/	/	-3
O=C(c1cccs1)N1CCOCC1	0.9	6	-5	-3	6	/	/	-5	5
Cc1cccc(OCc2nnc(SCC(=O)c3cccs3)n2C)c1C	1.2	9	15	-3	10	-10	10	-4	8
O=C1CC2C(CC(OC(=O)c3ccc(-c4ccccc4)cc3)C2CO)O1 (stereo not drawn)	1.8	-4	10	-2	-12	0	3	0	5
O=C(O/N=C1/CCCc2occc21)c1ccccc1	0.9	-2	-4	5	-13	17	-20	-1	7
S=C(NN=C1C2CC3CC(C2)CC1C3)Nc1ccccc1	1.1	1	4	8	-7	-7	6	-4	-8

As entered above.
Entry of CCN1CCN(c2cc(C)c3cc(NC(=O)c4ccc5c(c4)OCO5)ccc3n2)CC1 in CD11b adhes inh: -3
Entry of O=C(Nc1cccc(C(F)(F)F)c1)c1cc2ncc(Br)cn2n1 in sEH inhibitor: 3

The list goes on.
molecule	PLAP activator	E coli WT exp	CD11b adhes inh	PostGolgi yeast	S1P2 antag	sEH act	sEH inhibitor	S1P2 ag	PostGolgi ctrl
CCOc1cccc(NC(=O)c2ccc(S(=O)(=O)N(C)C)cc2)c1	0.9	13	-32	-2	/	/	/	/	-3
CC(C)CC(=O)c1c[nH]c(C(=O)NCc2cccs2)c1	1	-9	9	-3	-4	-7	10	-4	10
O=C1NCCCC1C(=O)Nc1cccc(C(F)(F)F)c1 (stereo not drawn)	1	-2	-11	-1	9	-7	7	1	4
CCCNC(=O)N1CCC(C(=O)c2cccc(F)c2)CC1	1	-2	-18	3	9	-2	5	-8	5
Nc1cc(N)c(OCC(F)(F)F)cc1OCC(F)(F)F	1.2	13	0	30*	7	3	-3	-4	-2
Cc1cc(NC(=O)CCNS(=O)(=O)c2cc(Br)cnc2N)ccc1Br	0.8	0	3	0	-14	-18	16	-5	1
CN(C)c1ccc(NC(=O)c2ccncc2)c2ccccc12	0.8	0	4	-4	2	12	-17	-4	2
CCC(C)c1c(O)nc(SCc2ccccc2)[nH]c1=O (stereo not drawn)	1.3	-6	2	-6	11	-2	8	-1	9
Cc1cc(C)nc(NC2=NCC(=O)N2c2ccc3c(c2)OCCO3)n1	2*	2	-18	4	-9	-2	2	-6	13
Brc1ccc2c(c1)C(c1cccs1)=NNC(c1cccnc1)=N2	0.7	2	/	4	6	7	-6	-3	14
COc1ccc(Cl)cc1C(=O)NCC#N	0.9	6	/	8	-4	-2	1	-5	18
COc1ccc(C(=O)N/N=C(\C)Cn2nc([N+](=O)[O-])cc2C)cc1	1	-2	1	3	-2	-7	10	-3	1
COc1ccc(CCN(Cc2cccs2)S(=O)(=O)c2ccc(-n3cnnn3)c(OC)c2)cc1OC	1	-13	5	25	-5	-3	1	-1	-4
COc1ccc(C2C(C(=O)N3CCN(c4ccccn4)CC3)CC(=O)N2c2ccc(OC)cc2)cc1 (stereo not drawn)	/	-3	/	11	32	-4	3	-3	1
O=C1c2ccccc2S(=O)(=O)N1Cc1nc2ccccc2s1	0.9	-14	-15	1	-12	10	-6	-3	25
Cc1noc(C)c1COC(=O)c1cc(=O)[nH]c2ccccc12	1.6	5	3	-3	5	-4	4	-6	29
CC1CCCN(CC(O)COc2ccc(Cl)cc2)C1 (stereo not drawn)	1.1	9	-8	-7	-13	/	/	-3	-1
CC(=O)c1ccc(N2CCN(C(=O)CCS(=O)(=O)c3ccc(C)cc3)CC2)cc1	0.9	-3	-7	-3	/	/	/	/	4
CCCCNC(=O)c1sc(=S)n2c1[nH]c(=O)c1ccccc12	1.1	11	97*	6	-3	1	-4	-4	44*
CCOC(=O)c1ccc(N2C(=O)CC(N3CCC(Nc4ccc(F)cc4)CC3)C2=O)cc1 (stereo not drawn)	1.5	-3	22	-4	2	0	-2	-5	8
COc1ccc(NC(=O)CSc2nnc(Cc3cccn3C)n2CCc2ccccc2)cc1OC	1.5	-9	12	-3	9	/	/	-6	-4
CCCC(=O)Nc1ccc2c(c1)C(=O)NC2=O	0.9	0	-3	1	9	-2	-1	-5	1
Cc1cc(C)c(C)c(/C=C(/C#N)C(N)=S)c1C	1.1	-3	27	7	13	10	-12	1	8
O=C1c2ccccc2OC2(C=Cc3ccccc3O2)N1Cc1ccccc1 (stereo not drawn)	0.9	-19	13	-3	-26	8	-7	3	13
CCCS(=O)(=O)N1CCC(C(=O)NCCCN(C)Cc2ccccc2)CC1	1.1	5	-6	-2	3	/	/	-8	14
Cc1nc(N)sc1-c1csc(NCc2ccccc2)n1	1.1	9	-21	4	7	3	-5	-4	8
CCN1CCN(CCCNc2ncnc3nc[nH]c23)CC1	1.2	2	-7	-10	/	/	/	/	-1
COC(=O)c1ccccc1OCCCOc1ccc(C)cc1OC	/	-4	/	-8	5	17	-18	-2	7
CCN(CC)C(C)C(=O)NCC1(c2ccccc2)CCOCC1 (stereo not drawn)	/	/	/	/	-18	6	-6	3	/
COc1ccc(NC(=O)c2c(-c3ccccc3Cl)noc2C)c(OC)c1	0.8	-35	5	-3	/	/	/	/	23
Cc1nc(C)c(-c2csc(Nc3cccnc3)n2)s1	0.8	5	-20	-7	-21	3	-3	-3	1
CC(=O)c1cnc2nc(C(F)(F)F)nn2c1C	0.9	-1	-36	0	10	6	-8	-8	5
Cc1cccc(NC(=O)N[C@@H](C)C(=O)O)c1	0.9	-9	-14	-2	13	-3	0	-4	24
O=C(NCCC1=CCCCC1)C1CC(=O)N(C2CCCCCC2)C1 (stereo not drawn)	1.8	-4	-18	2	12	-3	2	-7	21
Cc1ccnc(N/C=C(\C#N)c2nc(-c3cccc(Br)c3)cs2)c1	0.9	-17	-37	6	-6	6	-6	-7	8
O=C(NC(=O)c1ccccc1)NC(=O)c1ccccc1	0.9	1	17	2	12	3	-5	-3	7
Cc1ccc(-c2ccc(CCC(=O)O)n2C(C)C)cc1	1.3	2	-24	-5	-1	5	-3	-2	-7
COc1ccc(C(=O)Nc2cc(C(F)(F)F)ccc2-n2cncn2)cc1	0.8	3	-17	/	-33	8	-12	-1	16
COc1cc2c(cc1OC)C1(CCCC1)CNC2C (stereo not drawn)	/	/	/	/	-27	23	-23	-3	/
CCCCN1CCc2c([nH]c3ccccc23)C1=O	1	-17	-12	-7	/	/	/	/	13

Entries of single compounds from above. Order of screens: PLAP activator	E coli WT exp	CD11b adhes inh	PostGolgi yeast	S1P2 antag	sEH act	sEH inhibitor	S1P2 ag	PostGolgi ctrl
CCCCN1CCc2c([nH]c3ccccc23)C1=O is entered as 1	-17	-12	-7	/	/	/	/	13
CC(=O)c1cnc2nc(C(F)(F)F)nn2c1C is entered as 0.9	-1	-36	0	10	6	-8	-8	5

(more compounds)
molecule	PLAP activator	E coli WT exp	CD11b adhes inh	PostGolgi yeast	S1P2 antag	sEH act	sEH inhibitor	S1P2 ag	PostGolgi ctrl
Cn1nc(-c2ccccc2)c(C(=O)Nc2ccc(C(F)(F)F)cc2)c1Cl	0.9	-8	26	-6	3	-2	1	-4	7
CC(C)N(C(=O)CSc1nc2ccccc2n1Cc1ccccc1F)C(C)C	/	/	/	/	14	-8	12	-3	/
O=C(CN1C(=O)CCC1=O)Nc1ccc(Br)cc1	1	-1	16	18	/	/	/	/	0
CN(C)c1ccc(-c2nc3n(n2)C(c2cccnc2)C2=C(CC(C)(C)CC2=O)N3)cc1 (stereo not drawn)	1.1	-5	/	16	-16	-8	9	-9	6
O=C(CSc1ncn(-c2ccccc2)n1)N1CCc2ccccc21	0.8	1	-20	-9	-2	11	-6	-1	4
